Source: PubChem BioAssay (National Center for Advancing Translational Sciences (NCATS))
JMJD2E inh: blocks human JMJD2E demethylase activity | B2RXH2 | JMJD2E catalytic domain, FDH-coupled NADH fluorescence (FDH is formaldehyde dehydrogenase) | Potency, µM (doses to about 57.1 µM), for inactives: top-dose activity change, negative = inhibition, actives largely listed as inhibitors | actives 1.6% (n = 230,000) | AID 2147; active = well fitted inhibition curve with a large enough effect, not every such curve was filed as active; inconclusive = small, poorly fitted or top-dose-only effect, or another doubt; inactive = no such curve, though single readings can be large or run the other way;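 also: 0% = wells with enzyme and -100% = buffer wells without enzyme; nearly all actives have a fitted effect of over 50% in size; many of its hits are not listed in these tables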
Tau FP inhib: inhibitors of human tau fibril formation. actives 0.39% (n = 280,000). AID 1468. P10636. K18 P301L tau heparin fibrillization, Alexa594 FP, 6 h. Potency, µM (doses to about 57.7 µM), for the others: top-dose activity, negative = inhibition, usual class: inhibitors; also: nearly all actives have a fitted effect of over 55% in size
Target sequence (P10636 561-689 P618L limits assumed): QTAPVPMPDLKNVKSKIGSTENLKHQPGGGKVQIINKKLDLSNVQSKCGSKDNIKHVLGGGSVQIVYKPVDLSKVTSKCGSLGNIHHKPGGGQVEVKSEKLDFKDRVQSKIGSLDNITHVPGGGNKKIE
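Human K18 P301L fragment (15 uM unlabeled plus 0.24 uM Alexa 594-labeled) in 100 mM sodium acetate pH 7 with compound, aggregation induced by 20 uM heparin for 6 hr at 37 C. ThT (30 uM) added for 1 hr, then Alexa 594 FP read.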
L3MBTL1 inh: blocks human L3MBTL1; actives 0.66% (n = 230,000); Potency, µM (doses to about 57.1 µM), for inactives: top-dose activity, negative = inhibition, hits mostly inhibitors; AlphaScreen L3MBTL1–H3K9me1 peptide binding; Q9Y468; also: nearly all actives have a fitted effect of over 60% in size
Target sequence (Q9Y468 whole entry, looked up): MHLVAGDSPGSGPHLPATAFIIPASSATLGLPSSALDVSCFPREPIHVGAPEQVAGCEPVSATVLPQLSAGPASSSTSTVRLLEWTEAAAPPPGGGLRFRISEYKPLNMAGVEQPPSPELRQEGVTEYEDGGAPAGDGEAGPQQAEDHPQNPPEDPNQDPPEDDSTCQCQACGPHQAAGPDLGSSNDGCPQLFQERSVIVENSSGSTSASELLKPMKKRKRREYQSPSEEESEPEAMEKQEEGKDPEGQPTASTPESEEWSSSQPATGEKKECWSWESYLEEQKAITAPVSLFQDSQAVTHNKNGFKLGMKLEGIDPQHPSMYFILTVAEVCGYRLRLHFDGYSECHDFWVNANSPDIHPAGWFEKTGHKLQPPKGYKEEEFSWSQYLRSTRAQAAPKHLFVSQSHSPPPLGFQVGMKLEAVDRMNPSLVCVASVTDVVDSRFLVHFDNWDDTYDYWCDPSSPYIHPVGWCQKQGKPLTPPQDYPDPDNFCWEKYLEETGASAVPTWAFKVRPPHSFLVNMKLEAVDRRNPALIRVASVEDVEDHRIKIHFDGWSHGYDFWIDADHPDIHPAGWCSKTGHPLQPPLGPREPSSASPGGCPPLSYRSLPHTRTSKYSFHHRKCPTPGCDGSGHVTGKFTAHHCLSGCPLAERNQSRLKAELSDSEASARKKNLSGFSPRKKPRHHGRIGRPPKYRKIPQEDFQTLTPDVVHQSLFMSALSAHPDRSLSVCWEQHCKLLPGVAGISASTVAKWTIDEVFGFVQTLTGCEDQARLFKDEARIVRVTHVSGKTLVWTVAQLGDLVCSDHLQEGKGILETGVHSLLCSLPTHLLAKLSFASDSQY
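AlphaScreen assay: L3MBTL1 (50 nM final) was preincubated 30 min at room temperature with biotinylated H3(1-15)K9me1 peptide (75 nM final), then 30 min with library compounds; streptavidin donor and nickel chelate acceptor beads (10 ug/mL final) added, 30 min dark.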
Tau ThT inhib: inhibitors of human tau fibril formation, thioflavin T binding | P10636 | recombinant tau K18 P301L (four-repeat tau fragment), heparin-induced fibrillization, ThT fluorescence | Potency, µM (top dose mostly 57.4 µM), inactives show at the top dose activity, negative = inhibition, actives largely listed as inhibitors | actives 2.1% (n = 270,000); also: nearly all actives have a fitted effect of over 55% in size
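Heparin-induced (20 uM) aggregation of recombinant human K18 P301L tau, 15 uM unlabeled with 0.24 uM labeled, pH 7 acetate buffer, 6 hr at 37 C with compound. Fibrils quantified by 30 uM ThT fluorescence after 1 hr ambient incubation.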
RECQ1 inh: RECQ1 (human) helicase inhibition | P46063 | RECQ1 DNA unwinding, red fluorescence kinetic read | Potency, µM (titrated, usually from 57.3 µM), for inactives: top-dose activity, negative = inhibition, usual class: inhibitors | actives 0.54% (n = 240,000) | AID 2549;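 also: plate controls were vehicle for no effect and no enzyme for full effect; nearly all actives have a fitted effect of over 30% in size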
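50 nM RECQ1T1 preincubated 15 min with compound in Tris pH 8.0 buffer with MgCl2, DTT, Tween-20 and 2.5 ug/ml poly(dI-dC); started with 200 nM TAMRA/BHQ-2 forked duplex and 2 mM ATP. Unwinding read as fluorescence (525/598 nm), two reads 2 h apart.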
TRb SRC2 PPI: inhibitors of human thyroid hormone receptor beta-SRC2 interaction. P10828. TRbeta-SRC2 peptide binding, fluorescence polarization; receptor liganded with 1 µM T3. Potency, µM (top dose mostly 106 µM), for inactives: top-dose activity change, negative = inhibition, usual class: inhibitors. actives 0.065% (n = 280,000);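 also: plate controls were bound peptide for no effect and peptide without receptor for full effect; nearly all actives have a fitted effect of over 50% in size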
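Fluorescence polarization of 20 nM Texas Red SRC2 peptide with 0.6 uM human TRb ligand-binding domain, in Tris buffer with 1uM T3 and 5% DMSO. Incubated 5 hr ambient; normalized to unbound and bound controls.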
RGS12 GoLoco inh: RGS12 GoLoco-Gai1 interaction inhibition; P63096; Gai1:RGS12 GoLoco peptide FP, rhodamine, 10 min; Potency, µM (highest dose often 61.6 µM), without a hit: at the highest dose activity, negative = inhibition, actives largely listed as inhibitors; actives 0.44% (n = 230,000); active = well fitted inhibition curve with a large enough effect, not every such curve was filed as active; inactive = no such curve, though single readings can be large or run the other way; also: nearly all actives have a fitted effect of over 30% in size; many of its hits are not listed in these tables
TexasRed fluor: counter-screen for TRb-SRC2 inhibitors: fluorescence interference; TRb/SRC2 Texas Red total fluorescence interference; Potency, µM (doses to about 106 µM), inactives show top-dose fluorescence change, negative = quenching; actives 0.29% (n = 280,000); AID 1479; active = well fitted curve in either direction with a large enough effect; inconclusive = small, poorly fitted or top-dose-only effect
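Human TRβ ligand-binding domain (0.6 uM) and Texas Red SRC2 peptide (20 nM) in Tris buffer with 1 uM T3 and 5% DMSO were incubated with pinned compound for 5 hr at ambient temperature. Total fluorescence was computed as S + 2P (555/632 nm).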
* = called active by the depositor; & = joins results of further samples. Unless noted, calls follow the shape of the dose curve; as a rule, active = well fitted curve in the direction sought with a large enough effect; inconclusive = small, poorly fitted or top-dose-only effect, or another doubt; inactive = no such curve, though single readings can be large; an effect the other way counts as inactive or inconclusive. Unless noted, % is scaled to controls: 0 for no effect and ±100 for the full control effect; potency is read from the fitted curve at half-maximal effect. An excerpt; the hit share may differ from the screen's.

How did CCc1c(C)sc2c1CCN(Cc1ccc(C#N)cc1)C2c1ccccc1 (stereo unspecified) do in these assays?
Tau FP inhib: -17%; Tau ThT inhib: inconclusive; TRb SRC2 PPI: -4%; TexasRed fluor: -1%

How did CC(C)Oc1ccc(C(=O)/C(=C\c2cccs2)c2nc3ccccc3o2)cc1 do in these assays?
JMJD2E inh: 2%; Tau FP inhib: -7%; L3MBTL1 inh: -17%; Tau ThT inhib: -5%; RECQ1 inh: -10%; TRb SRC2 PPI: -2%; RGS12 GoLoco inh: -1%; TexasRed fluor: -2%

How did Cn1nc(-c2ccccc2)cc1NS(=O)(=O)c1ccc(C#N)cc1 do in these assays?
JMJD2E inh: -5%; Tau FP inhib: 3%; L3MBTL1 inh: -1%; Tau ThT inhib: -16%; RECQ1 inh: 2%; TRb SRC2 PPI: -9%; RGS12 GoLoco inh: 13%; TexasRed fluor: -2%

Results for COc1ccc(N(CC2CO2)S(=O)(=O)c2ccccc2)cc1 (stereo unspecified) ?
JMJD2E inh: -6%; Tau FP inhib: 4%; L3MBTL1 inh: 6%; Tau ThT inhib: -1%; RECQ1 inh: -2%; TRb SRC2 PPI: 3%; RGS12 GoLoco inh: 9%; TexasRed fluor: -3%

Results for CCc1ccc(-n2c(=O)c3c(C)c(C(=O)N(C)C)sc3n(Cc3cccc(C)c3)c2=O)cc1 ?
Tau FP inhib: -5%; Tau ThT inhib: 9%; TRb SRC2 PPI: -5%; TexasRed fluor: 2%

Results for CC(C)Cn1c(=O)c2ccccc2n2c(CCC(=O)NCc3ccc(Cl)cc3)nnc12 ?
Tau FP inhib: -10%; Tau ThT inhib: 1%; TRb SRC2 PPI: -7%; TexasRed fluor: inconclusive

What do the screens show for `Cc1[nH]c2ccccc2c1SCC(=O)Nc1nccs1`?
JMJD2E inh: 9%; Tau FP inhib: 1%; L3MBTL1 inh: -5%; Tau ThT inhib: -6%; RECQ1 inh: -1%; TRb SRC2 PPI: -5%; RGS12 GoLoco inh: 4%; TexasRed fluor: -5%

Results for CNC(=S)N1CCN(C(=O)C2CCCO2)CC1 (stereo unspecified) ?
JMJD2E inh: 0%; Tau FP inhib: -1%; L3MBTL1 inh: 3%; Tau ThT inhib: -2%; RECQ1 inh: inconclusive; TRb SRC2 PPI: -2%; RGS12 GoLoco inh: 2%; TexasRed fluor: 0%

Results for N#Cc1nc(N)nc(N(c2ccccc2)c2ccccc2)n1 ?
JMJD2E inh: 4%; Tau FP inhib: -8%; L3MBTL1 inh: -20%; Tau ThT inhib: inconclusive; RECQ1 inh: 6%; TRb SRC2 PPI: -5%; RGS12 GoLoco inh: -1%; TexasRed fluor: 0%

Results for Cc1ccc(NC(=O)c2c(C)oc3ccc(O)c(CN4CCN(Cc5ccccc5)CC4)c23)cc1 ?
Tau FP inhib: inconclusive; Tau ThT inhib: 0%; TRb SRC2 PPI: -8%; TexasRed fluor: 0%

Results for CCC1=C2CC[C@H]3C(=O)N(C)C(=O)[C@H]3[C@H]2[C@@]2(Cc3ccccc3)C(=NCCOC)OC(=O)N2C1=O ?
JMJD2E inh: 11%&3%; Tau FP inhib: -4%&-3%; Tau ThT inhib: -2%&-7%; RECQ1 inh: -4%; TRb SRC2 PPI: 3%&-5%; RGS12 GoLoco inh: -2%&-4%; TexasRed fluor: -4%&0%

How did CC(CN1CCOCC1)OC(=O)c1ccc(Br)cc1 (stereo unspecified) do in these assays?
JMJD2E inh: inconclusive; Tau FP inhib: -9%; L3MBTL1 inh: inconclusive; Tau ThT inhib: -16%; RECQ1 inh: -8%; TRb SRC2 PPI: -4%; RGS12 GoLoco inh: 3%; TexasRed fluor: -1%

Results for COc1ccccc1C(=O)C1CCCN(C(=O)c2ccccn2)C1 (stereo unspecified) ?
JMJD2E inh: -6%; Tau FP inhib: 6%; L3MBTL1 inh: -1%; Tau ThT inhib: -4%; RECQ1 inh: -2%; TRb SRC2 PPI: -1%; RGS12 GoLoco inh: -5%; TexasRed fluor: 2%

Results for O=C1c2ccccc2-c2c1cccc2C(=O)N(CCO)CCO ?
JMJD2E inh: 3%; Tau FP inhib: 11%; Tau ThT inhib: -6%; RECQ1 inh: 16%; TRb SRC2 PPI: -5%; RGS12 GoLoco inh: 5%; TexasRed fluor: -3%

How did Cc1cccc(NC(=O)C2C(c3ccccc3)C2(Cl)Cl)c1C (stereo unspecified) do in these assays?
JMJD2E inh: 0%; Tau FP inhib: 9%; L3MBTL1 inh: 4%; Tau ThT inhib: 1%; RECQ1 inh: -9%; TRb SRC2 PPI: 5%; RGS12 GoLoco inh: -2%; TexasRed fluor: -3%

How did Fc1ccc(C(NCCc2ccc(Cl)cc2)c2nnc(-c3ccccc3)o2)c(Cl)c1 (stereo unspecified) do in these assays?
Tau FP inhib: -2%; Tau ThT inhib: -12%; TRb SRC2 PPI: 6%; TexasRed fluor: 0%

What do the screens show for `Cc1cc(=O)oc2cc(OC(=O)CCN3C(=O)c4ccccc4C3=O)ccc12`?
JMJD2E inh: 13%; Tau FP inhib: 4%; L3MBTL1 inh: 7%; Tau ThT inhib: -10%; RECQ1 inh: -5%; TRb SRC2 PPI: 7%; RGS12 GoLoco inh: 4%; TexasRed fluor: 2%

Results for CCn1c(CCC(=O)O)nc2cc(S(=O)(=O)N(C)C)ccc21 ?
JMJD2E inh: -1%; Tau FP inhib: -5%; L3MBTL1 inh: 6%; Tau ThT inhib: -1%; RECQ1 inh: inactive; TRb SRC2 PPI: 9%; RGS12 GoLoco inh: 3%; TexasRed fluor: -4%

What do the screens show for `CCOc1ccc(C(=O)NCC(=O)OCC(=O)Nc2ccc(C)c(S(=O)(=O)N(C)C)c2)cc1`?
JMJD2E inh: 1%; Tau FP inhib: -7%; L3MBTL1 inh: -17%; Tau ThT inhib: -1%; RECQ1 inh: -5%; TRb SRC2 PPI: -6%; RGS12 GoLoco inh: 5%; TexasRed fluor: 1%

Results for CC(=O)Nc1cccc(NS(=O)(=O)c2cccc3nsnc23)c1 ?
JMJD2E inh: -6%; Tau FP inhib: 0%; L3MBTL1 inh: 9%; Tau ThT inhib: -3%; RECQ1 inh: 1%; TRb SRC2 PPI: 1%; RGS12 GoLoco inh: -3%; TexasRed fluor: -1%

In the list so far, these contain a Cl atom:
Results for CC(C)Cn1c(=O)c2ccccc2n2c(CCC(=O)NCc3ccc(Cl)cc3)nnc12 ?
Tau FP inhib: -10%; Tau ThT inhib: 1%; TRb SRC2 PPI: -7%; TexasRed fluor: inconclusive

How did Cc1cccc(NC(=O)C2C(c3ccccc3)C2(Cl)Cl)c1C (stereo unspecified) do in these assays?
JMJD2E inh: 0%; Tau FP inhib: 9%; L3MBTL1 inh: 4%; Tau ThT inhib: 1%; RECQ1 inh: -9%; TRb SRC2 PPI: 5%; RGS12 GoLoco inh: -2%; TexasRed fluor: -3%

How did Fc1ccc(C(NCCc2ccc(Cl)cc2)c2nnc(-c3ccccc3)o2)c(Cl)c1 (stereo unspecified) do in these assays?
Tau FP inhib: -2%; Tau ThT inhib: -12%; TRb SRC2 PPI: 6%; TexasRed fluor: 0%

Further results
How did CCOC(=O)c1c(-c2ccc(C)cc2)csc1NC(=O)C1CCCO1 (stereo unspecified) do in these assays?
JMJD2E inh: -22%; Tau FP inhib: -5%; L3MBTL1 inh: 11%; Tau ThT inhib: -14%; RECQ1 inh: inactive; TRb SRC2 PPI: -4%; RGS12 GoLoco inh: 14%; TexasRed fluor: -3%

Results for Cc1nnc(C)c2c(C)n(C(C)c3ccccc3)c(C)c12 (stereo unspecified) ?
JMJD2E inh: inconclusive; Tau FP inhib: 6%; L3MBTL1 inh: -20%; Tau ThT inhib: -11%; RECQ1 inh: 7%; TRb SRC2 PPI: 7%; RGS12 GoLoco inh: 29%; TexasRed fluor: 2%

How did O=C(CSc1ccc(-c2ccccn2)nn1)N1CCCC1 do in these assays?
JMJD2E inh: 0%; Tau FP inhib: 0%; Tau ThT inhib: -4%; RECQ1 inh: inactive; TRb SRC2 PPI: -2%; RGS12 GoLoco inh: -2%; TexasRed fluor: -4%

Results for CS(=O)(=O)N(CC(=O)N1CCCCC1)c1ccc2c(c1)OCO2 ?
JMJD2E inh: -3%; Tau FP inhib: 0%; L3MBTL1 inh: -3%; Tau ThT inhib: 5%; RECQ1 inh: -11%; TRb SRC2 PPI: -7%; RGS12 GoLoco inh: 11%; TexasRed fluor: -1%

What do the screens show for `COC(=O)CSc1nnc(CNC(=O)c2ccccc2F)n1-c1ccc(F)cc1`?
JMJD2E inh: 2%; Tau FP inhib: 7%; L3MBTL1 inh: 5%; Tau ThT inhib: 7%; RECQ1 inh: -13%; TRb SRC2 PPI: 1%; RGS12 GoLoco inh: -11%; TexasRed fluor: -3%

Results for C=CCN(c1ccccc1)S(=O)(=O)c1ccc(Cl)c(C(=O)OCC(=O)c2[nH]c(C)c(C(C)=O)c2C)c1 ?
JMJD2E inh: 1%; Tau FP inhib: -4%; L3MBTL1 inh: -7%; Tau ThT inhib: 11%; RECQ1 inh: -2%; TRb SRC2 PPI: 7%; RGS12 GoLoco inh: 9%; TexasRed fluor: 1%

What do the screens show for `Cc1ccc(C(=O)c2ccc(O)cc2)cc1C`?
JMJD2E inh: 7%; Tau FP inhib: 3%; L3MBTL1 inh: -5%; Tau ThT inhib: -12%; RECQ1 inh: -8%; TRb SRC2 PPI: 6%; RGS12 GoLoco inh: 3%; TexasRed fluor: -1%

What do the screens show for `COc1ccc2c(c1)CCc1c(C(=O)Nc3ccc(F)c(Cl)c3)noc1-2`?
Tau FP inhib: inconclusive; Tau ThT inhib: -17%; TRb SRC2 PPI: -4%; TexasRed fluor: 0%
